Yeast superoxide = lowers age-related superoxide in aged yeast cells; 0.18% of 330,000 active; S. cerevisiae aged cells, superoxide DHE fluorescence; active compounds read low; superoxide response (% of plate mean), % at 10 µM; AID 2690;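 active = superoxide response under a set limit, about three screen SD below normal, cut at about 65% in these data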;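 also: yeast aged for seven days with compound at 30 °C before DHE staining; 100% = average MFI of all compound-treated wells on the plate with controls excluded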
GRK2 inh = human GRK2 inhibition via aptamer displacement; inhibition of aptamer binding, % at 10 µM; P25098; bead flow cytometry, FAM-aptamer displacement from GRK2; 0.59% of 330,000 active;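 active = inhibition of aptamer binding above 40%, roughly 3 SD of noise, on plates passing a quality check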;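 also: median bead fluorescence of bound FAM aptamer so fluorescent compounds give negative values; no value below 0 was filed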
VLA-4 inh = inhibition in a human VLA-4 binding assay; VLA-4 expressing cells, ligand binding flow cytometry; P13612; inhibition, % (about 7 µM as worked out from the volumes in the protocol); 0.2% of 330,000 active; AID 2557; in the data active = inhibition above about 50%
GLD-1 RNA inh = GLD-1-TGE RNA interaction inhibition (C. elegans); Q17339; purified GLD-1 + fluorescein TGE RNA, fluorescence polarization; inhibition, % at 5.96 µM; 0.44% of 320,000 active; AID 2280;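 active = percent inhibition above a per-plate cutoff, the plate mean of test compounds plus 3 SD, cut at about 30% in these data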;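 also: 0% = DMSO wells with GLD-1 and probe and 100% = wells lacking GLD-1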
MEX-5 binding = C. elegans MEX-5 TCR-2 RNA binding activity | Q9XUB2 | MEX-5/FITC-TCR2 RNA binding, fluorescence polarization; active compounds read low | activity score (negative = inhibition of binding), % at 10 µM | 0.38% of 300,000 active | AID 1832;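 active = inhibition past about -25% in most replicates, and total fluorescence under double the plate's negative control median, limit read from the data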;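 also: 0% = DMSO and -100% = 5 µM competing unlabeled TCR2 RNA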
Target sequence (Q9XUB2 whole entry, looked up): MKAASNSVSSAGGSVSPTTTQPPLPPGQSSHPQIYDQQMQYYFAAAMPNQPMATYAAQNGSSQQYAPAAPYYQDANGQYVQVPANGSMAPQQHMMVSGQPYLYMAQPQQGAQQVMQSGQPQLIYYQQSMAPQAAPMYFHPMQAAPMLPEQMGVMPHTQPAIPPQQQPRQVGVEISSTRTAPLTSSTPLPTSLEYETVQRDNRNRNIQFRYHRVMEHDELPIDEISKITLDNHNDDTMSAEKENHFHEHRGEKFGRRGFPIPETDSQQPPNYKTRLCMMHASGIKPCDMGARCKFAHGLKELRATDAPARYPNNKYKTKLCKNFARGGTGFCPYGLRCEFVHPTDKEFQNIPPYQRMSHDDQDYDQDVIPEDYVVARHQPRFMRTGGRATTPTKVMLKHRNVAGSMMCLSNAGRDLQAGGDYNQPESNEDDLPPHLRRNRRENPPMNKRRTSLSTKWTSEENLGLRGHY
Bcl-xL primary = blocks human Bcl-xL binding to Bim BH3 peptide. Q07817. GST-Bcl-xL / FITC-Bim BH3 peptide fluorescence polarization. inhibition, % at 10.9 µM. 0.7% of 320,000 active. AID 2129;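 active = inhibition above the mean of all tested compounds plus 3 SD, cutoff set per campaign, cut at about 30% in these data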;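 also: 0% = DMSO wells and 100% = unlabeled Bim-BH3 peptide competitor; inhibitors lower millipolarization by displacing the labeled peptide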
Target sequence (Q07817 whole entry, looked up): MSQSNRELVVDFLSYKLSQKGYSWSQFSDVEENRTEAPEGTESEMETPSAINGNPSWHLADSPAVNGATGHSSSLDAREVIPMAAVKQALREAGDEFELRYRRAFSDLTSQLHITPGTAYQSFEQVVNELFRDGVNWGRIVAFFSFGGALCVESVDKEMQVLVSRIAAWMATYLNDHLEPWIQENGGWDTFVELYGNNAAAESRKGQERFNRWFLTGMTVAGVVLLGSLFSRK
CIT2-GFP yeast = yeast TOR pathway CIT2-GFP modulation. GFP response vs DMSO, % at 10 µM. 0.065% of 320,000 active. AID 2029. S. cerevisiae CIT2-GFP strain, flow cytometry, 3 h; 100 means same as DMSO wells;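 active = GFP response relative to DMSO above a set limit, near the screen mean plus 3 SD, cut at about 150% in these data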;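 also: ratio of well median GFP fluorescence to mean of DMSO wells on the plate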
MCL1 BIM primary = MCL1-BIM-BH3 interaction inhibition (human) | GST-MCL1 / FITC-Bim-BH3 fluorescence polarization | 0.68% of 320,000 active | AID 2057 | Q07820 | inhibition, % at 10.9 µM;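 active = inhibition above the mean inhibition of all tested compounds plus 3 SD, set per campaign, cut at about 40% in these data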;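 also: 0% = DMSO wells and 100% = unlabeled Bim-BH3 peptide control; higher means more loss of mP so more displacement of Bim peptide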
Target sequence (Q07820 whole entry, looked up): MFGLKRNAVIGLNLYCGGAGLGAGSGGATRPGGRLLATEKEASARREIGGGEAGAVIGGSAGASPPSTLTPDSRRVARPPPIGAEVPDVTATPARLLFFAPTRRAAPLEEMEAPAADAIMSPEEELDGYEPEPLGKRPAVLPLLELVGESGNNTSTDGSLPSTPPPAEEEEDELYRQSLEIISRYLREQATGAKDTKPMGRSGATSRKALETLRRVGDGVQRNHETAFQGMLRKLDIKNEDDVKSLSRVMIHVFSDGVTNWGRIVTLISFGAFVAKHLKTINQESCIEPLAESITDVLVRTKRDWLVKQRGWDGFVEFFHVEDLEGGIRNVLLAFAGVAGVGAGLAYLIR
AGP1-GFP MLPCN = modulators of TOR pathway AGP1-GFP in S. cerevisiae. S. cerevisiae AGP1-GFP multiplex flow cytometry, 3 h; GFP as percent of DMSO wells. GFP response vs DMSO, % at 10 µM. 0.02% of 320,000 active. AID 2066;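 active = GFP response relative to DMSO above a set limit, near screen average plus 3 SD, cut at about 150% in these data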;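 also: median GFP channel fluorescence of the gated AGP1 strain per well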
An asterisk follows results filed as active; x = no result given; [ ] = remark or other dose.

cpd | SMILES | Yeast superoxide | CIT2-GFP yeast | GLD-1 RNA inh | VLA-4 inh | MCL1 BIM primary | MEX-5 binding | AGP1-GFP MLPCN | Bcl-xL primary | GRK2 inh
1 | CC(=O)c1ccc(-n2c(SCC(=O)c3c[nH]c4ccccc34)nc3ccccc3c2=O)cc1 | 90 | 106 | 1 | -10 | -3 | 3.3 | 100 | 0 | 0
2 | NNC(=O)CNC(c1ccccc1)c1cc(Br)ccc1NC(=O)CCN1CCOCC1 (centres undefined) | 85 | 104 | 3 | -15 | 2 | 0.9 | 99 | -2 | 0
3 | Cc1cc(C(=O)NCCc2ccc(Cl)cc2)n(-c2ccccc2)n1 | 96 | 87 | -1 | 7 | 4 | -1.0 | 98 | 6 | 0
4 | Cc1ccc(C(=O)Nc2ccccc2SCC2CSc3nc4ccccc4c(=O)n32)cc1 (centres undefined) | 96 | 91 | -8 | -29 | -1 | 0.4 | 101 | 0 | 0
5 | COc1ccc(-c2oc3cccnc3c2-c2ccc(OC)nc2)cc1 | 97 | 90 | -1 | -3 | 0 | 2.4 | 83 | 2 | 2
6 | CN1CCN(C(=S)c2cn(Cc3ccccc3F)c3ccccc23)CC1 | 110 | 99 | 1 | -1 | 2 | 1.8 | 102 | 0 | 1
7 | COC(=O)C1(O)CC(C(C)C)=NN1C(=O)c1ccccc1 (centres undefined) | 101 | 104 | 5 | 14 | 4 | 0.2 | 107 | 8 | 1
8 | CC(=O)c1c(O)cc(C)n(-c2ccc(F)cc2)c1=O | 101 | 111 | 0 | 5 | -4 | -1.7 | 99 | 2 | 0
9 | COC(=O)CCCCCCCCC(=O)Nc1nc2ccccc2s1 | 105 | 97 | 7 | -5 | 10 | -0.2 | 96 | 8 | 1
10 | O=C(Nc1ccc(C(F)(F)F)cc1)C1CCCN1S(=O)(=O)c1cccc2cccnc12 (centres undefined) | 98 | 109 | -4 | -5 | 9 | -0.5 | 98 | 5 | 0
11 | CSc1ccccc1C(=O)NCc1ccc2c(c1)OCO2 | 114 | 99 | -3 | -2 | 6 | -0.3 | 99 | 3 | 0
12 | Cc1ccccc1C(=O)Oc1cc(N)n(S(C)(=O)=O)n1 | 98 | 92 | 6 | 3 | 6 | 0.7 | 100 | 0 | 0
13 | Cc1cccc(C)c1NC(=O)CCn1cnc2ccccc2c1=O | 96 | 105 | 5 | 10 | -7 | -0.8 | 109 | -9 | 0
14 | COc1ccc(-c2nnc(NC(=O)c3ccc([N+](=O)[O-])o3)o2)c(OC)c1 | 109 | 95 | -3 | 15 | 3 | -1.9 | 93 | 5 | 0
15 | Cc1ccc2c(c1)[C@H]1[C@H](CO2)[C@H](c2ccccc2)[C@]2(C)C(=O)N(CC3CCCO3)CC(=O)N12 (some centres undefined) | 100 | 78 | -1 | 10 | x | x | 81 | x | 0
16 | O=S(=O)(c1ccc(-c2ccno2)s1)N1CCCCC1 | 97 | 118[may fluoresce green] | 1 | 1 | 6 | 3.0 | 107[may fluoresce green] | 2 | 1
17 | Cc1nc(SCC(=O)NCc2ccco2)c2c(=O)n(C)c(=O)n(CC(C)C)c2n1 | 76 | 111 | 1 | -12 | 5 | 3.4 | 108 | 1 | 4
18 | O=S(=O)(c1ccccc1)N1N=C(c2ccccc2)CC1c1ccccc1F (centres undefined) | 114 | 120 | -7 | 11 | 10 | -1.4 | 110 | 5 | 3
19 | O=C(c1cccc(S(=O)(=O)N2CCOCC2)c1)N1CCCC(C(F)(F)F)C1 (centres undefined) | 78 | 100 | 9 | 0 | 6 | 0.1 | 111 | 5 | 1
20 | COc1ccc2c(c1)[C@@H]1[C@H](CO2)[C@H](c2ccccc2)[C@]2(C)C(=O)NCC(=O)N12 | 98 | 103 | -3 | 9 | 1 | x | 107 | 4 | 3
21 | CCc1ccccc1NC(=O)CN1CCN(C(=O)CNC(=O)Cc2cccc3ccccc23)CC1 | 121 | 93 | -6 | 9 | 0 | x | 98 | 3 | 4
22 | COC(=O)c1nnn(-c2ccsc2C(=O)OC)c1C(=O)OC | 101 | 108 | 5 | -5 | 8 | -2.5 | 97 | 5 | 1
23 | FC(F)Sc1ccc(-n2c(-c3ccc(Cl)cc3)c[n+]3c2CCC3)cc1 | 111 | 106 | -1 | 0 | -1 | 1.9 | 102 | 6 | 0
24 | COc1ccc(NC(=O)CSc2nc3c(c(=O)n2-c2ccc(F)cc2)SCC3)c(OC)c1 | 103 | 99 | 8 | 1 | 9 | -0.7 | 98 | 8 | 1
25 | Cc1ccc[n+](CC(=O)c2ccc(NC(=O)c3ccccc3)cc2)c1C | 107 | 104 | -2 | 1 | 1 | -2.6 | 105 | 2 | 0
26 | O=C(COC(=O)c1ccc(OC(F)(F)F)cc1)NCCN1C(=O)CSC1=O | 116 | 104 | 0 | 7 | 9 | x | 101 | 4 | 0
27 | COc1ccccc1CCNC(=O)CSc1nc(=O)[nH]c2c1CCC2 | 102 | 105 | 0 | 12 | -8 | 1.5 | 111 | 1 | 1
28 | CC1CCN(c2c(NCC3CCC(C(=O)N4CCCCC4)CC3)c(=O)c2=O)CC1 (centres undefined) | 92 | 109 | 0 | -17 | 3 | 0.8 | 105 | 5 | 1
29 | COC(=O)c1ccccc1NC(=O)c1ccccc1N(C)S(=O)(=O)c1ccccc1 | 110 | 99 | 7 | -29 | 4 | -0.6 | 106 | -1 | 4
30 | CCON1C(=O)CN(C(=O)OC)C1c1ccc(Cl)cc1Cl (centres undefined) | 73 | 98 | 0 | 13 | 32 | 3.0 | 99 | 10 | 0
31 | COc1cc2c(cc1OC)CN(C(=O)C1CCN(S(=O)(=O)c3ccccc3F)CC1)CC2 | 78 | 98 | -7 | 11 | -5 | 1.3 | 96 | 1 | 11
32 | Cc1cc(C(=O)CSc2nnc(-c3cccc(F)c3)n2N)c(C)n1Cc1ccc2c(c1)OCO2 | 106 | 93 | 9 | 11 | -1 | 0.7 | 98 | -4 | 0
33 | NCCCC(=O)N1c2ccccc2Sc2ccc(Cl)cc21 | 95 | 94 | 2 | 0 | -1 | 0.7 | 94 | -6 | 0
34 | COc1ccc(Oc2ccccc2C#N)cc1 | 102 | 96 | -1 | 23 | 3 | 0.4 | 99 | 4 | 0
35 | CCc1ccc(-n2c(Cn3nc(C(F)(F)F)cc3C)n[nH]c2=S)cc1 | 85 | 116 | 0 | -1 | -4 | 0.5 | 100 | -8 | 1
36 | O=C(NC(=S)NNC(=O)c1ccccc1O)c1ccc(F)cc1 | 78 | 104 | 0 | 6 | 12 | -1.6 | 93 | 7 | 0
37 | CC(=O)c1sc(Nc2nc(C)cc(C)n2)nc1C | 100 | 98 | 5 | 11 | 1 | -1.3 | 99 | 2 | 0
38 | Cc1ccc(S(=O)(=O)NC(C)C(=O)OCC(=O)N(C)c2ccccc2)cc1 (centres undefined) | 96 | 96 | 3 | 4 | -6 | x | 102 | -2 | 2
39 | COc1ccc(-c2noc(CSc3nnc(Cc4ccccc4)n3-c3ccc(Cl)cc3)n2)cc1 | 110 | 104 | 10 | -3 | -2 | 3.0 | 109 | -3 | 3
40 | CC(=O)NC(CC(=O)NCCN1C(=O)S/C(=C\c2ccccc2)C1=O)c1ccccc1 (centres undefined) | 96 | 105 | 6 | -2 | -9 | -1.9 | 98 | -7 | 5
41 | COc1ccc(N(C(=O)c2ccco2)C(C(=O)NC2CCCC2)c2ccc(N3CCOCC3)cc2)c(OC)c1 (centres undefined) | 111 | 119 | 5 | -4 | 2 | 1.6 | 87 | 5 | 1
42 | CC(C)CC1NC(=O)c2ccccc2-n2c1nc1ccccc1c2=O (centres undefined) | 110 | 99 | 5 | 12 | x | x | 102 | x | 1
43 | CC(C)c1nnc(NC(=O)CCC(=O)NC2CC2)s1 | 101 | 108 | -5 | 2 | -6 | 3.3 | 120 | 4 | 2
44 | Cc1ccc2[nH]c(-c3ccccc3)cc(=O)c2c1 | 109 | 120 | -7 | 26 | 8 | 2.7 | 85 | 3 | 0
45 | O=C(CN(CC1CCCO1)C(=O)CNS(=O)(=O)c1ccc(F)cc1)NCCc1ccccc1 (centres undefined) | 88 | 106 | 7 | 1 | 3 | -0.3 | 102 | 4 | 0
46 | CC1Cc2ccccc2N1C(=S)Nc1ccc(S(N)(=O)=O)cc1 (centres undefined) | 102 | 99 | 3 | 27 | 1 | -0.4 | 94 | 6 | 0
47 | Cc1nn(C)cc1-c1n[nH]c(=S)n1-c1ccc(Cl)cc1 | 101 | 101 | 2 | 7 | -11 | -2.5 | 108 | -10 | 0
48 | CC(=O)c1sc(NC(=O)COc2ccc([N+](=O)[O-])cc2)nc1C | 103 | 104 | -2 | -8 | 13 | -3.3 | 103 | 8 | 0
49 | O=C(Nc1nc(-c2ccc3c(c2)OCCO3)cs1)C1CCCC1 | 96 | 97 | 0 | 3 | -18 | -1.5 | 98 | -3 | 0
50 | C=C(C)Cn1c(CCNC(=O)C(C)(C)C)nc2ccccc21 | 100 | 100 | 5 | 15 | 3 | 0.8 | 102 | 1 | 2
51 | OC(c1ccccc1)C(O)c1ccccc1 (centres undefined) | 110 | 108 | 1 | 1 | -3 | x | 109 | -2 | 1
52 | CCOc1ccc(Br)cc1S(=O)(=O)Nc1ccc(N2CCOCC2)cc1 | 89 | 93 | 1 | 1 | 1 | -3.6 | 101 | 7 | 0
53 | C/C(=N/Oc1nc(C)cc(C)n1)c1ccccc1 | 102 | 106 | 4 | -18 | -2 | 0.0 | 104 | 1 | 2
54 | O=C(CNC(=O)c1cccs1)Nc1ccncc1 | 97 | 98 | 3 | -10 | 2 | 2.0 | 105 | 5 | 1
55 | Cc1ccccc1NC(=O)NCCCCc1ccccc1 | 111 | 93 | -1 | -9 | 3 | -0.3 | 98 | 4 | 1
56 | Cc1c(OC(C)C(=O)NCc2ccccn2)ccc2c3c(c(=O)oc12)CCC3 (centres undefined) | 95 | 103 | 1 | 20 | 5 | 2.2 | 98 | 3 | 0
57 | Cc1nc2sc(C(c3ccco3)N3CCN(c4ccccc4)CC3)c(O)n2n1 (centres undefined) | 95 | 90 | 1 | -5 | 1 | -3.8 | 94 | -2 | 1
58 | O=C(Nc1ccn(-c2ccccc2)n1)c1ccccc1Br | 105 | 86 | -32 | 7 | -30 | -2.1 | 90 | -15 | 1
59 | O=C(CCC(=O)NC1CCCCCC1)Nc1nnc(C(F)(F)F)s1 | 99 | 102 | -3 | 4 | -1 | 1.5 | 88 | 3 | 0
60 | OCC1(Cc2ccc(F)cc2)CCCN(Cc2ccc(F)cc2Cl)C1 (centres undefined) | 91 | 74 | 2 | 5 | 7 | 2.7 | 27 | 2 | 0
61 | O=C(Nc1nccs1)c1ccccc1N=Cc1ccccc1 | 99 | 88 | 7 | 9 | 2 | 0.2 | 107 | 0 | 0
62 | Cc1cc(/C=N/O)c(C)n1-c1ccccc1 | 99 | 98 | 6 | 20 | 3 | 0.9 | 98 | 0 | 0

Full records, looked up by structure. Order of screens: Yeast superoxide, CIT2-GFP yeast, GLD-1 RNA inh, VLA-4 inh, MCL1 BIM primary, MEX-5 binding, AGP1-GFP MLPCN, Bcl-xL primary, GRK2 inh
Profile of OCC1(Cc2ccc(F)cc2)CCCN(Cc2ccc(F)cc2Cl)C1 (centres undefined) = 91, 74, 2, 5, 7, 2.7, 27, 2, 0
Profile of Cc1nn(C)cc1-c1n[nH]c(=S)n1-c1ccc(Cl)cc1 = 101, 101, 2, 7, -11, -2.5, 108, -10, 0

Source: PubChem BioAssay

The order is random; about 2.1% have a hit in one of these screens.
